# CDK5 inh – blocks human CDK5/p35 kinase activity; Q00535+Q15078; Recombinant CDK5/p35, ADP-Glo luminescence, 60 min; inhibition, % at 10 µM; 330,000 tested, 0.01% active; AID 488839;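 active = highest replicate inhibition of at least 50% and at least 75% of replicates reaching 50%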;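 note: plate controls were DMSO neutral control for no effect and GW8510 at 10 µM for full effect; many of its hits are not listed in these tables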
# Keap1-Nrf2 PPI – Keap1-Nrf2 (human) interaction inhibition | Q14145 | Keap1 Kelch-Nrf2 peptide fluorescence polarization, 1536-well | inhibition, % at 9.4 µM | 340,000 tested, 0.15% active; in the data active = inhibition above about 12%;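 note: human Keap1 Kelch domain with fluorescein labeled Nrf2 9mer peptide probe; 0% = neutral control wells and 100% = peptide positive control; higher means more block of Keap1 binding to Nrf2 peptide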
# Rtt109 Vps75 – C. albicans Rtt109 histone acetyltransferase inhibition; Q5AAJ8; purified Rtt109/Vps75, ThioGlo CoA-SH fluorescence, 4 h; inhibition, % at 34.9 µM; 330,000 tested, 0.16% active; AID 540336;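 active = inhibition of at least 50% in every replicate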
# NSD2 HMT inh – inhibitors of human histone methyltransferase NSD2. NSD2 peptide methylation, AlphaScreen, 120 min. inhibition, % at 12.5 µM. 310,000 tested, 0.54% active. AID 743445; in the data active = inhibition above about 50%
# Cardiac RTF inh – cardiac RTF calcium desensitization. P19429+P45379. IANBD-labeled cardiac RTF, Ca2+ fluorescence. inhibition, % at 7.15 µM. 340,000 tested, 0.12% active. AID 493244;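 active = inhibition above the mean inhibition of all tested compounds plus 3 SD, cut at about 17% in these data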;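 note: assay run at fixed EC70 calcium of 1.6 mM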
# PvdQ acylase – blocks Pseudomonas aeruginosa PvdQ acylase activity; purified PvdQ acylase, fluorescence plate reader; inhibition, % at 10 µM; 340,000 tested, 0.063% active; in the data active = inhibition above about 30%, passing the limit was not always enough;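 note: 0% = vehicle neutral wells and 100% = reference inhibitor wells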
# dFosB activator – activators of mouse delta FosB homodimer; activation, % at 25 µM; 340,000 tested, 0.99% active; P13346; purified delta FosB, TAMRA-CDK5 oligo fluorescence polarization; percent of positive-control signal above neutral wells;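 active = mean activation above about 17%, with every replicate also reaching it, limit read from the data, passing the limit was not always enough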;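 note: fluorescence polarization rise as delta FosB binds a TAMRA Cdk5 AP-1 oligo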
# Target sequence (P13346 whole entry, looked up): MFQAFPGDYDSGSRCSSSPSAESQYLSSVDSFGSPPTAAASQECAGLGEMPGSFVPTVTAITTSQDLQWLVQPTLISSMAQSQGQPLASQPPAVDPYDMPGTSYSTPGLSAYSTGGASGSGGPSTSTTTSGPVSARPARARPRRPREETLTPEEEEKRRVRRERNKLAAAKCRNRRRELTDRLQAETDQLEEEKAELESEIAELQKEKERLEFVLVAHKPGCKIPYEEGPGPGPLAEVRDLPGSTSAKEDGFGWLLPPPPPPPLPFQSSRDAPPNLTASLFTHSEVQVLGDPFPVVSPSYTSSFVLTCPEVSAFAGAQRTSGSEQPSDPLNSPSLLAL
# RTF Ca sens act – increases calcium sensitivity of human cardiac regulated thin filaments; P19429+P45379; IANBD-labeled TnC RTF fluorescence at EC20 calcium; 0% EC20 calcium, 100% full calcium; activation, % at 7.2 µM; 340,000 tested, 0.24% active; AID 493008;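 active = activation above the mean over all tested compounds plus 3 SD, cut at about 30% in these data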;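 note: rise in fluorescence read as greater calcium sensitivity of cardiac thin filaments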
# LANA DNA inh – KSHV C-LANA DNA binding inhibition. MBP-C-LANA/FAM-LBS DNA binding, fluorescence polarization. inhibition, % at 9 µM. 340,000 tested, 0.078% active;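 active = highest replicate inhibition at or above 60% at 9 µM, even if other replicates fall short; inactive = all replicates below 60% inhibition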;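 note: 0% = neutral control wells and 100% = 4 µM acridine orange control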
# PfHsp90 set2 – growth inhibition of yeast expressing Plasmodium Hsp90 | S. cerevisiae expressing PfHsp90, BacTiter-Glo ATP, 48 h; yeast lacking PDR1 and PDR3 efflux regulators | inhibition, % at 9.4 µM | 310,000 tested, 0.32% active | AID 504621;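 active = every replicate shows inhibition above about 80%, whatever the replicate mean, limit read from the data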;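 note: 0% = DMSO neutral controls and 100% = 20 µM radicicol positive controls; yeast relying on Plasmodium falciparum Hsp90 in place of its own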
# SUMO Mot1 rescue – inhibitors of SUMOylation pathway: yeast Mot1-301 growth rescue. 320,000 tested, 1% active. growth rescue, % at 18.8 µM. S. cerevisiae Mot1-301 growth rescue, ATP luminescence, 38.5C; percent above DMSO median, 100 means doubled. AID 2716;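 active = every valid replicate shows activation above 250% relative to neutral control wells; inactive = the rest, any valid replicate at or below 250%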;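 note: OY570 slx delta 5 strain wells were the positive control but not used for scaling; some compounds called inactive have numbers as strong as hits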
# Starred values were filed as active, the others as inactive; / = no result given; & = joins results of further samples.
SMILES,CDK5 inh,Keap1-Nrf2 PPI,Rtt109 Vps75,NSD2 HMT inh,Cardiac RTF inh,PvdQ acylase,dFosB activator,RTF Ca sens act,LANA DNA inh,PfHsp90 set2,SUMO Mot1 rescue
CC1(C)CC(=O)c2c(O)cc(OCC(=O)Nc3ccc(S(N)(=O)=O)cc3)cc2O1,1.0,0,-3,/,-5,-4,-11,2,-1.4,-19,0
CN1CCC(N(C)CC(=O)Nc2ccc3c(c2)OC(F)(F)O3)CC1,0.1,-2,0,1,-6,-12,-2,-1,1.4,2,37
CCCn1nnnc1SCC(=O)N1C(C)CCCC1C (centres undefined),-1.1,3,0,-5,6,-2,8,-3,-0.5,10,229
COc1ccc(N2C(=O)C3C(C2=O)C(C(=O)c2ccccc2)N2CCCC32)cc1 (centres undefined),-4.1,-14,4,6,-9,-9,-3,6,1.3,0,-20
CCOc1ccc2ccccc2c1C(=O)N[C@@H]1C(=O)N2[C@@H]1SC(C)(C)[C@@H]2C(=O)O,-1.0&-2.5,-7&-4,1&18,/,2&10,-11&-5,-7&-4,3&0,-0.1&-2.5,-25&-8,-13&145
CC(C)c1cc(=O)n2[nH]c(SCc3ccccc3)nc2n1,-0.3,-2,/,1,-4,-11,4,2,2.7,1,-2
COc1ccc(CNC(=O)CCS(=O)(=O)c2ccc3c(c2)NC(=O)CS3)cc1,1.4,0,2,-3,3,-5,-5,-6,0.2,-17,5
CN(C)S(=O)(=O)c1cccc(NC(=O)Cc2ccc(Cl)cc2)c1,0.3,5,11,1,-1,-2,-5,0,1.1,7,-13
COc1ccc(C(=O)NC2CCCc3ccccc32)cc1[N+](=O)[O-] (centres undefined),1.1,-7,-28,-1,-8,-32,-7,-6,3.2,9,-5
CCC(C)NC(=O)c1cnn2c1NC(c1cccs1)CC2C(F)(F)F (centres undefined),-0.4,-4,3,1,3,-3,4,2,1.1,7,2
CC(C)(C)c1nnc2sc(SCC(=O)N3CCCCC3)nn2c1=O,-0.1,-1,1,-1,-8,-13,-14,1,-1.7,-3,-8
Clc1cc2nc3ccccn3c2cc1Cl,-3.2,5,-9,13,3,-5,-9,-3,2.4,11,-25

# 4 compounds picked at random from the list so far:
SMILES,CDK5 inh,Keap1-Nrf2 PPI,Rtt109 Vps75,NSD2 HMT inh,Cardiac RTF inh,PvdQ acylase,dFosB activator,RTF Ca sens act,LANA DNA inh,PfHsp90 set2,SUMO Mot1 rescue
CN1CCC(N(C)CC(=O)Nc2ccc3c(c2)OC(F)(F)O3)CC1,0.1,-2,0,1,-6,-12,-2,-1,1.4,2,37
CC(C)(C)c1nnc2sc(SCC(=O)N3CCCCC3)nn2c1=O,-0.1,-1,1,-1,-8,-13,-14,1,-1.7,-3,-8
CN(C)S(=O)(=O)c1cccc(NC(=O)Cc2ccc(Cl)cc2)c1,0.3,5,11,1,-1,-2,-5,0,1.1,7,-13
CCOc1ccc2ccccc2c1C(=O)N[C@@H]1C(=O)N2[C@@H]1SC(C)(C)[C@@H]2C(=O)O,-1.0&-2.5,-7&-4,1&18,/,2&10,-11&-5,-7&-4,3&0,-0.1&-2.5,-25&-8,-13&145

# Of the compounds above, 3 have an aryl thioether with sulfur outside any ring.
SMILES,CDK5 inh,Keap1-Nrf2 PPI,Rtt109 Vps75,NSD2 HMT inh,Cardiac RTF inh,PvdQ acylase,dFosB activator,RTF Ca sens act,LANA DNA inh,PfHsp90 set2,SUMO Mot1 rescue
CCCn1nnnc1SCC(=O)N1C(C)CCCC1C (centres undefined),-1.1,3,0,-5,6,-2,8,-3,-0.5,10,229
CC(C)c1cc(=O)n2[nH]c(SCc3ccccc3)nc2n1,-0.3,-2,/,1,-4,-11,4,2,2.7,1,-2
CC(C)(C)c1nnc2sc(SCC(=O)N3CCCCC3)nn2c1=O,-0.1,-1,1,-1,-8,-13,-14,1,-1.7,-3,-8
